Assay outcomes as filed in PubChem BioAssay.
NPC1 promoter act – NPC1 promoter activation. Huh7 NPC1 promoter luciferase reporter, 24 h. Potency, µM (titrated, usually from 9.22 µM), for inactives: top-dose activation, most hits filed as activators. actives 2.4% (n = 320,000);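 further: % of control where 0% means no effect; nearly all actives have a fitted effect of over 60% in size; reporter is driven by a mutant NPC1 promoter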
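Cells: Huh7 expressing luciferase under the NPC1 promoter, 1500/well. Seeded 2 h, compound added, incubated 24 h at 37 °C. Luciferase reagent, 10 min ambient, then luminescence.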
MBNL1-CUG inh – inhibitors of human MBNL1 binding to CUG repeat RNA | actives 0.036% (n = 280,000) | Potency, µM (titrated, usually from 57.5 µM), without a hit: at the top dose activity change, negative = inhibition, most hits filed as inhibitors | TR-FRET MBNL1-His/biotin-(CUG)12 binding, 665/545 ratio | Q9NR56; active means well fitted inhibition curve with a large enough effect in the signal ratio, with a control signal flat, not every such curve was filed as active; inconclusive means small, poorly fitted or top-dose-only effect, or effect the other way, or a change in a side signal; inactive means no such curve, though single readings can be large or run the other way; the % refers to the signal ratio; further: on the % scale 0 is the no-effect control and ±100 the full control effect
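TR-FRET readout: Ex 340 nm, 665/545 nm emission ratio, normalized to buffer-only (basal) and MBNL1-(CUG)12 controls. Complex of MBNL1-His with Biotin-(CUG)12, compounds 92 nM–58 uM, incubated 60 min at room temperature.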
BRCA1 expr up – increases BRCA1 expression; MCF7-BRCA1-FFLuc reporter, luminescence, 48 h; response scale: scaled: vehicle 0%, 10 µM genistein 100%; actives 1.1% (n = 380,000); AID 624202; Potency, µM (highest dose often 46.1 µM), inactives show at the top dose activation, usual class: activators; further: nearly all actives have a fitted effect of over 80% in size; some results filed as inactive show a strong effect at the top dose
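Compounds are tested at multiple concentrations on MCF7 BRCA1-luciferase reporter cells seeded at 2000 per well; after 48 h, a single luminescence end-point is taken and curves fitted to the normalized data.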
VP16 counter – inhibits Gal4-VP16 luciferase reporter, ROR gamma counter-screen; actives 3.5% (n = 310,000); Drosophila S2 Gal4-VP16 UAS-luciferase, luminescence, 20 h; Potency, µM (top dose mostly 53.6 µM), inactives show at the highest dose activity, negative = inhibition, actives largely listed as inhibitors; AID 2546;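 further: Gal4-VP16 expression switched on by copper sulfate through the metallothionein promoter; on the % scale 0 is the no-effect control and ±100 the full control effect; nearly all actives have a fitted effect of over 50% in size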
Rab9 prom act – activates the Rab9 promoter. AID 485297. actives 2.8% (n = 320,000). Huh7 Rab9 promoter-luciferase reporter, luminescence, 24 h. Potency, µM (series often up to 9.22 µM), without a hit: at the top dose activation, negative = inhibition, most hits filed as activators; further: % of control where 0% means no effect; nearly all actives have a fitted effect of over 60% in size
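Cells were plated at 1500 per well in reduced-serum medium with 10% FBS and left 2 h. Compound in DMSO was then added for 24 h at 37 °C. Reporter signal was read by luminescence after 10 min with luciferase detection reagent.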
uPA surface inh – cell surface uPA generation inhibition; cell surface uPA generation assay, qHTS; Potency, µM (highest dose often 38.3 µM), inactives show top-dose activity change, negative = inhibition, usual class: inhibitors; actives 0.31% (n = 330,000); AID 540303; active means well fitted inhibition curve with a large enough effect; inconclusive means small, poorly fitted or top-dose-only effect; inactive means no such curve, though single readings can be large or run the other way; tested in mouse RAW 264.7 cells; further: on the % scale 0 is the no-effect control and ±100 the full control effect; nearly all actives have a fitted effect of over 55% in size
FLuc counter – counter-screen for miR-21 project: firefly luciferase inhibitors or activators; P08659; purified FLuc, Km substrates, luminescence inhibition; Potency, µM (top dose mostly 57.5 µM), for the others: at the top dose activity change, negative = inhibition, usual class: inhibitors; actives 6.9% (n = 360,000); AID 588342;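 further: plate controls were vehicle for no effect and reference inhibitor for full effect; nearly all actives have a fitted effect of over 55% in size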
Target sequence (P08659 whole entry, looked up): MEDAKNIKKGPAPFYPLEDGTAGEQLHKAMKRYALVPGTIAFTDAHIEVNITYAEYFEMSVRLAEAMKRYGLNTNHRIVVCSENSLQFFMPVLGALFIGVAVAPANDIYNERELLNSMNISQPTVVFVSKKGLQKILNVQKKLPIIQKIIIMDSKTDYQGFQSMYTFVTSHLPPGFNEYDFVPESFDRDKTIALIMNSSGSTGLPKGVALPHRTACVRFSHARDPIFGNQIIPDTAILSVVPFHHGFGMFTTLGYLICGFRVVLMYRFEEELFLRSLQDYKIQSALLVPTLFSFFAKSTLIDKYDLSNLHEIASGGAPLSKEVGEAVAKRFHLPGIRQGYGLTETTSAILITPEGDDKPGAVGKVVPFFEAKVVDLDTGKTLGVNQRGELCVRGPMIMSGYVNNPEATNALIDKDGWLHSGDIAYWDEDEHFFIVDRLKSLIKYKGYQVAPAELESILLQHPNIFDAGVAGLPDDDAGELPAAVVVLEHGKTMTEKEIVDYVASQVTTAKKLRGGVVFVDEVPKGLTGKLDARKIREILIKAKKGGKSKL
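Biochemical qHTS of compounds, final roughly 60 µM downward over six points, against 10 nM purified firefly luciferase using Km concentrations of substrates (10 uM D-luciferin, 10 uM ATP) in Tris acetate pH 7.5 buffer; luminescence output.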
ELG1 genotoxic – inducers of genotoxicity in HEK293T ELG1-luciferase cells. Potency, µM (titrated, usually from 46 µM), inactives show at the highest dose activity change, positive = activation, most hits filed as activators. HEK293T ELG1-luciferase reporter, luminescence, 16 h. actives 1.3% (n = 330,000). AID 504466; further: % of control where 0% means no effect; nearly all actives have a fitted effect of over 60% in size
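Luminescence read-out: rising ELG1-luciferase signal, reflecting elevated ELG1 protein under genetic stress, flags genotoxic compounds. Cells were treated for 16 hr at 37 °C before ONE-Glo detection.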
RORg inh – inhibitors of mouse ROR gamma transcriptional activity | Drosophila S2 Gal4-RORgamma UAS-luciferase reporter, 20 h | Potency, µM (titrated, usually from 53.6 µM), without a hit: at the top dose activity change, negative = inhibition, hits mostly inhibitors | actives 5.4% (n = 310,000); further: on the % scale 0 is the no-effect control and ±100 the full control effect; nearly all actives have a fitted effect of over 60% in size
Target sequence (P51450 whole entry, looked up, the tested form may be a part): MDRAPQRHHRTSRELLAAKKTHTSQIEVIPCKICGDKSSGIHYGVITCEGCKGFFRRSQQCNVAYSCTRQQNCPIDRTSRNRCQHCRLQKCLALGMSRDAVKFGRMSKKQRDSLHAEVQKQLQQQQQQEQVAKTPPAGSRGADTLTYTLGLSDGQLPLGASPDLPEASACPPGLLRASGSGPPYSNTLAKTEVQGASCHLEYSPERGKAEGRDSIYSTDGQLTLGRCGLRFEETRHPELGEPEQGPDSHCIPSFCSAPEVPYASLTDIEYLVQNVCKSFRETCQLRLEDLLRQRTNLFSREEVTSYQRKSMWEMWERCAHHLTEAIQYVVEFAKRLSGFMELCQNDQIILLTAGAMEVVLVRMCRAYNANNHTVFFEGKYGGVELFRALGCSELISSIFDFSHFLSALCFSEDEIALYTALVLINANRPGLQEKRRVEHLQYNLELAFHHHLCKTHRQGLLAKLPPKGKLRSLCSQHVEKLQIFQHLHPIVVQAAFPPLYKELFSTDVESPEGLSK
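Drosophila Schneider cells stably carrying a metallothionein-driven Gal4 DBD–ROR gamma fusion and a UAS-Photinus luciferase reporter were exposed to compound for 1 hr, then induced with copper sulfate (700 uM final) for 20 hr at ambient temperature before luminescence reading.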
p53 reactivator – restores transcriptional activity of mutant p53; AID 504706; H1299 p53-A138V BP100-luciferase reporter, luminescence, 24 h; actives 0.063% (n = 320,000); Potency, µM (top dose mostly 92.2 µM), inactives show at the highest dose activity change, positive = activation, most hits filed as activators; further: % of control where 0% means no effect; nearly all actives have a fitted effect of over 45% in size
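p53-null H1299 cells stably carrying temperature-sensitive p53-A138V and a BP100-luciferase reporter were pinned with compounds (4-point, 1:5 series) and held 24 hrs at 37 deg C. Luminescence was read 10 min after detection reagent.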
The depositor's hits bear a star; ? = inconclusive; nt = no result given; [ ] = another dose, or the depositor's remark. Unless noted, the call rests on the fitted dose curve; in most records, active means well fitted curve in the direction sought with a large enough effect; inconclusive means small, poorly fitted or top-dose-only effect, or another doubt; inactive means no such curve, though single readings can be large; an effect the other way counts as inactive or inconclusive. Potency means the concentration at half of the fitted maximal effect.

Below each SMILES – NPC1 promoter act, MBNL1-CUG inh, BRCA1 expr up, VP16 counter, Rab9 prom act, uPA surface inh, FLuc counter, ELG1 genotoxic, RORg inh, p53 reactivator
> CNC(=S)N(Cc1ccc2c(c1)OCO2)C1CC(=O)N(c2ccccc2)C1=O (stereo not given)
    0%, -16%, -1%, -8%, -9%, 2%, 1%, -2%, 7%, 4%
> COc1ccccc1NC(=O)COC(=O)/C=C/c1ccc2c(c1)OCO2
    11%, -2%, 45%, 0%, 12%, 9%, 11µM*, ?, -4%, 8%
> O=C(NCc1ccccc1Cl)c1ccc2nnsc2c1
    0%, nt, -8%, -7%, -3%, 3%, -2%, -2%, 2%, -3%
> Nc1c(S(=O)(=O)c2cccs2)c2nc3ccccc3nc2n1Cc1ccc2c(c1)OCO2
    2%, 24%, -70%, -11%, -4%, -2%, -1%, -3%, 16%, -10%
> COc1cc(CCC(=O)NNC(=O)c2cccc(Cl)c2)cc(OC)c1OC
    -1%, -1%, -14%, -2%, -5%, 1%, -1%, 7%, 19%, -3%
> CCN(CC)S(=O)(=O)c1cccc(C(=O)Nc2ccc(Cl)cn2)c1
    19%, -4%, 12%, ?, 23%, -5%, ?, 12%, ?, ?
> Cc1ccccc1N1CCN(CC(=O)Nc2nc(C)c(C(=O)N(C)C)s2)CC1
    -5%, -4%, -3%, -9%, 10%, -2%, 0%, -3%, 4%, -10%
> COc1cc(/C=C/C(=O)OCC(=O)N(C)Cc2ccccc2)ccc1O
    -2%, nt, -13%, nt, -6%, -26%, -2%, 0%, nt, 7%
> COc1ccc(-c2sc(NC(=O)c3ccc(C)cc3)nc2-c2ccc([N+](=O)[O-])cc2)cc1
    -4%, -8%, -21%, 0%, -5%, 3%, 3%, -3%, -13%, -7%
> CC(C)c1ccc(NC(=O)C2CC(=O)N(C3CCCC3)C2)cc1 (stereo not given)
    -3%, 0%, -1%, 8%, 1%, -4%, 3%, 2%, 43%, -1%
> Cc1ccc(NC(=O)C2(S(=O)(=O)c3ccc(C)cc3)CC2)cc1
    7%, -4%, -1%, ?, 0%, nt, 1%, -3%, -16%, -3%
> O=C(Cn1cnc2ccccc2c1=O)Nc1ccc(S(=O)(=O)N2CCCC2)cc1
    -1%, 0%, -7%, 7%, -4%, 4%, 1%, -1%, -25%, -2%
> C=CCn1cc(-c2cccc(Cl)c2)cc(C#N)c1=O
    0%, ?, -6%, 10%, -3%, -8%, 2%, 0%, 4%, -5%
> CCCCc1c(C)nc2ccccc2c1SCCC(=O)O
    -5%, 1%, -11%, 0%, -3%, -16%, ?, -3%, 31%, 5%
> CCn1cc(S(=O)(=O)Nc2nc3ccc(OC)cc3s2)cn1
    -1%, 1%, -4%, 0%, 0%, 0%, -2%, 2%, -25%, 0%
> Cc1ccc(NC(=O)c2cccc(S(=O)(=O)N3CCCc4ccccc43)c2)nc1
    -4%, nt, -49%, nt, 1%, ?, 0%, -5%, nt, 6%
> C(=N\n1cnnc1)/c1cccc(Oc2ccccc2)c1
    0%, 5%, -21%, 4%, 0%, -1%, -3%, 3%, 20%, 7%
> Cc1ccc(S(=O)(=O)NC(C)C(=O)Nc2ccc3c(c2)OCO3)cc1 (stereo not given)
    2%, -7%, -12%, 2%, 12%, 1%, 5%, -3%, 31%, 0%
> COC(=O)c1cnn2c3c(c(C)nc12)CCCC3
    ?, -2%, 65%, -16%, ?, nt, -15%, ?, 14%, ?
> COc1ccc(NC(=O)CSCC(=O)N(C)CC(=O)Nc2ccc(Cl)c(C(F)(F)F)c2)cc1
    -2%, nt, -33%, nt, -3%, -6%, 12%, 0%, nt, -8%
> Cc1ccc(NC(=O)CCSc2nnc(C)o2)cc1
    3%, -3%, 7%, 10%, 11%, 10%, -2%, 1%, 35%, 4%
> COc1nc(NCc2cccnc2)nc(NC2CCCCC2)n1
    8%, 19%[11.5 µM], ?, 2%, 23%, -4%, ?, 8%, 44%, 16%
> O=C(COC(=O)c1ccc(S(=O)(=O)N2CCCCC2)cc1)NCc1ccccc1
    nt, nt, 10%, nt, nt, -2%, nt, 1%, nt, 4%
> CCOc1cc(CN2CCN(c3cccc(C(F)(F)F)c3)CC2)ccc1OC
    2%, 2%, -24%, 2%, -4%, 4%, 2%, -13%, 13%, 0%
> O=C(Oc1cccc2cccnc12)c1cccc(N2C(=O)C3C4CCC(C4)C3C2=O)c1 (stereo not given)
    -5%, -3%, -62%, ?, -4%, -6%, ?, -2%, 2.5µM*, 23%
> CCOC(=O)Cn1c(Br)nc2c1c(=O)[nH]c(=O)n2C
    5%, 2%, 5%, 7%, 6%, -5%, 0%, -4%, -1%, 24%
> COc1ccc(NC(=O)CN2CCc3ccccc3C2)c([N+](=O)[O-])c1
    12%, 14%, 15%, -5%, 6%, -6%, ?, 2%, ?, 1%
> CC(C)(OC1OC(CO)C(O)C(O)C1O)[C@H]1Oc2ccc3ccc(=O)oc3c2[C@H]1O (stereo not given in full)
    2%, 18%, 1%, -2%, 3%, 3%, -2%, 4%, 3%, 10%
> C=C(C)COc1ccc(-c2ncncc2-c2ccccc2)c(O)c1
    1%, 10%, -3%, -5%, 11%, 0%, 2%, -5%, -43%, 1%
> CN(C(=O)COC(=O)c1c2c(nc3ccccc13)CCCC2)c1c(N)n(Cc2ccccc2)c(=O)[nH]c1=O
    1%, nt, -7%, nt, -1%, 0%, -2%, 4%, nt, -13%

Some of the entries above in a different format:
CCOC(=O)Cn1c(Br)nc2c1c(=O)[nH]c(=O)n2C
- NPC1 promoter act = 5%
- MBNL1-CUG inh = 2%
- BRCA1 expr up = 5%
- VP16 counter = 7%
- Rab9 prom act = 6%
- uPA surface inh = -5%
- FLuc counter = 0%
- ELG1 genotoxic = -4%
- RORg inh = -1%
- p53 reactivator = 24%

COc1ccc(NC(=O)CN2CCc3ccccc3C2)c([N+](=O)[O-])c1
- NPC1 promoter act = 12%
- MBNL1-CUG inh = 14%
- BRCA1 expr up = 15%
- VP16 counter = -5%
- Rab9 prom act = 6%
- uPA surface inh = -6%
- FLuc counter = ?
- ELG1 genotoxic = 2%
- RORg inh = ?
- p53 reactivator = 1%

CC(C)(OC1OC(CO)C(O)C(O)C1O)[C@H]1Oc2ccc3ccc(=O)oc3c2[C@H]1O (stereo not given in full)
- NPC1 promoter act = 2%
- MBNL1-CUG inh = 18%
- BRCA1 expr up = 1%
- VP16 counter = -2%
- Rab9 prom act = 3%
- uPA surface inh = 3%
- FLuc counter = -2%
- ELG1 genotoxic = 4%
- RORg inh = 3%
- p53 reactivator = 10%

C=C(C)COc1ccc(-c2ncncc2-c2ccccc2)c(O)c1
- NPC1 promoter act = 1%
- MBNL1-CUG inh = 10%
- BRCA1 expr up = -3%
- VP16 counter = -5%
- Rab9 prom act = 11%
- uPA surface inh = 0%
- FLuc counter = 2%
- ELG1 genotoxic = -5%
- RORg inh = -43%
- p53 reactivator = 1%

Following part.
| canonical_smiles | NPC1 promoter act | MBNL1-CUG inh | BRCA1 expr up | VP16 counter | Rab9 prom act | uPA surface inh | FLuc counter | ELG1 genotoxic | RORg inh | p53 reactivator |
| --- | --- | --- | --- | --- | --- | --- | --- | --- | --- | --- |
| O=C(Nc1ccc(Br)c(Cl)c1)C1CC1 | 3% | 6% | -31% | 3% | -3% | -3% | -3% | -8% | ? | 3% |
| COc1cccc(C2CCCN2Cc2nc(CC3CC3)no2)c1 (stereo not given) | -6% | -10% | -2% | -10% | -23% | -1% | 0% | -1% | -12% | 0% |
| Cc1nnc(SCC(=O)Nc2ccc3c(c2)OCO3)[nH]c1=O | 1% | -8% | 0% | 3% | -6% | -2% | -3% | 1% | -8% | 3% |
| Cc1ccc(N(C(=O)C2CCCC2)C2C=CS(=O)(=O)C2)cc1 (stereo not given) | -2% | -7% | -1% | -2%[0.365 µM] | -7% | 0% | 3% | -1% | 13% | -4% |
| CC(C)NC(=O)CC1Nc2c3ccccc3nc(=S)n2C1=O (stereo not given) | -1% | 3% | -3% | -5% | -3% | 5% | 0% | -2% | -32% | -1% |
| CSc1ccccc1-n1nnnc1SCc1ccccc1 | -2% | 5% | -1% | ? | 7% | 1% | -4% | -6% | -26% | -10% |
| CC(C)C(=O)Nc1cccc(C(=O)Nc2ccc(S(=O)(=O)N3CCOCC3)cc2)c1 | -4% | -3% | 2% | -5% | 0% | 0% | -1% | -1% | 28% | 4% |
| O=C(O)/C=C/c1cn(-c2ccccc2)nc1-c1ccc2c(c1)OCCO2 | -2% | 18% | -11% | -2% | -3% | 4% | ? | 4% | ? | -2% |
| Cc1cc(C)nc(NN2C(=O)C=CC2=O)n1 | -6% | 9% | -8% | ? | -1% | -2% | -24% | -5% | ? | 17% |
| Cc1ccc(C(C(=O)NC(C)(C)C)N(CCCN2CCOCC2)C(=O)c2ccc(-c3ccccc3)[nH]2)o1 (stereo not given) | -4% | 3% | -4% | 17% | -4% | 2% | -1% | -2% | -8% | 0% |
| Cc1ccccc1Cn1nnc(C(=O)Nc2cccc(C)c2C)c1N | -7% | 3% | -18% | -11% | 12% | 4% | ? | 1% | ? | -3% |

An unsorted share of the library, and some 13% of all compounds hit somewhere here.
